# Screening data (PubChem BioAssay)
# IMPase Li cell: qHTS Assay for Identifying the Cell-Membrane Permeable IMPase Inhibitors: Potentiation with Lithium | 210,000 compounds, 0.35% hits | CHO-M1 cells, IP1 TR-FRET (IP-One), carbachol + lithium | Potency, µM (doses to about 59.4 µM), for the others: at the highest dose activity, negative = IMPase inhibition, actives largely listed as inhibitors | AID 1457, 2008;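 note: IP1 builds up when IMPase is blocked and the TR-FRET signal falls; plate controls were basal vehicle for no effect and high inhibitor control for full effect; nearly all actives have a fitted effect of over 50% in size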
#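 CHO cells stably expressing M1 receptor (2000/well, cultured 16–30 h) treated 30 min at 37C with compound plus low lithium. Cytosolic IP1 by TR-FRET (665/620 ratio and 620 channel) after 10 min lysis; AC50 by Hill fit.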
# aGlu spleen mod: qHTS Assay for Inhibitors and Activators of Human alpha-Glucosidase From Spleen Homogenate; Lysosomal alpha-glucosidase (Homo sapiens), P10253; human spleen homogenate, 4-MU-alpha-glucoside fluorescence; Potency, µM (top dose mostly 79.9 µM), for the others: top-dose activity change, negative = inhibition, usual class: inhibitors; 240,000 compounds, 0.006% hits; AID 2112, 2009;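 note: 0% = enzyme with vehicle and -100% = no enzyme basal signal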
#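 Compounds were titrated against alpha-glucosidase in spleen homogenate at pH 5.0, with 1 mM 4-methylumbelliferyl substrate for 40 min at 37 C. Reactions were quenched with pH 10 NaOH/glycine and fluorescence measured.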
# HTT aggregate: qHTS Multiplex Assay to Identify Dual Action Probes in a Cell Model of Huntington: Aggregate Formation (GFP); Potency, µM (titrated, usually from 46.1 µM), without a hit: top-dose activity change, negative = inhibition, most hits filed as inhibitors; 220,000 compounds, 1.1% hits; PC12 HttQ103-GFP aggregates, Acumen cytometry, 40 h; AID 1688, 2009; note: % is set by controls: 0 for no effect and ±100 for the full control effect; nearly all actives have a fitted effect of over 60% in size
#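 Multiplexed with ATP-based cell death, this channel scores GFP aggregates in PC12 cells expressing inducible HTTex1-Q103-GFP. Induction used 100 nM tebufenozide; compounds were tested in concentration series.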
# RGS12 GoLoco inh: qHTS Assay for Inhibitors of RGS12 GoLoco Motif Activity (Red Fluorophore) | 230,000 compounds, 0.44% hits | Potency, µM (top dose mostly 61.6 µM), inactives show at the top dose activity, negative = inhibition, usual class: inhibitors | Gai1:RGS12 GoLoco peptide FP, rhodamine, 10 min | AID 880, 2007; active = well fitted inhibition curve with a large enough effect, not every such curve was filed as active; inactive = no such curve, though single readings can be large or run the other way; note: % is set by controls: 0 for no effect and ±100 for the full control effect; nearly all actives have a fitted effect of over 30% in size; many of its hits are not listed in these tables
# Target sequence (P63096 whole entry, looked up): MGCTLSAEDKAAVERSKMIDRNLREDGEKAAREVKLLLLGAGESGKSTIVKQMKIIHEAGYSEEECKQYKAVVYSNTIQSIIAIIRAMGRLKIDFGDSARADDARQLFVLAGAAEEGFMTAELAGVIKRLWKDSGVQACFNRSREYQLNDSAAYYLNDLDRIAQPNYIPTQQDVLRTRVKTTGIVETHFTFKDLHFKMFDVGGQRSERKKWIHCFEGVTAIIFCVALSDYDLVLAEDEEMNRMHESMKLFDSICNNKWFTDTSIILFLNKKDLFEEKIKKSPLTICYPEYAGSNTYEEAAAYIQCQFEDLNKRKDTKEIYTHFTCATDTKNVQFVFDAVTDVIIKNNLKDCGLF
# GAA inh: qHTS Assay for Inhibitors of Human alpha-Glucosidase as a Potential Chaperone Treatment of Pompe Disease; purified human GAA, 4-MU-alpha-glucoside fluorescence; AID 1466, 2008; Potency, µM (doses to about 76.9 µM), inactives show top-dose activity change, negative = inhibition, usual class: inhibitors; 200,000 compounds, 0.005% hits;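 note: plate controls were uninhibited enzyme wells for no effect and no-enzyme background for full effect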
#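 Endpoint fluorogenic read: 20 min room-temperature reaction of 4 nM human alpha-glucosidase with 400 uM 4-methylumbelliferyl-alpha-D-pyranoside, pH 5.0, quenched with 1M NaOH/1M glycine pH 10. AC50 from Hill modeling.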
# GAA glycogen mod: qHTS Assay for Inhibitors and Activators of Human alpha-Glucosidase Cleavage of Glycogen; Lysosomal alpha-glucosidase (Homo sapiens), P10253; recombinant GAA, glycogen substrate, Amplex Red glucose oxidase fluorescence; 300,000 compounds, 0.38% hits; Potency, µM (titrated, usually from 76.4 µM), for inactives: top-dose activity change, negative = inhibition, actives largely listed as inhibitors;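 note: 0% = full enzyme reaction and -100% = no-enzyme basal signal; the screen sought inhibitors and activators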
#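 Recombinant human enzyme (4 nM); glycogen substrate; 37 C, 40 min, pH 5.0. Readout: coupled glucose oxidase/Amplex Red fluorescence.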
# HTT cytoprotect: qHTS Multiplex Assay to Identify Dual Action Probes in a Cell Model of Huntington: Cytoprotection (ATP). Potency, µM (highest dose often 56.4 µM), without a hit: cytoprotection (ATP increase), hits mostly activators. AID 1471, 2008. 230,000 compounds, 0.14% hits. PC12 HTT-Q103 induced, cytoprotection, ATP luminescence, 40 h;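 note: % of control where 0% means no effect; nearly all actives have a fitted effect of over 45% in size; toxic huntingtin expression switched on by the ecdysone agonist tebufenozide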
#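 Compounds added alongside 100 nM tebufenozide, which induces toxic Q103 huntingtin exon 1-GFP in stable PC12 cells; surviving cells quantified by luminescent ATP measurement. Medium: phenol red-free DMEM, 5% equine and 5% calf serum.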
# * = called active by the depositor; u = inconclusive; x = no result given; [ ] = remark or other dose. Unless noted, calls come from the whole dose curve; as a rule, active = well fitted curve in the direction sought with a large enough effect; inconclusive = small, poorly fitted or top-dose-only effect, or another doubt; inactive = no such curve, though single readings can be large; an effect the other way counts as inactive or inconclusive. Potency is the fitted concentration of half-maximal effect.
cpd	SMILES	aGlu spleen mod	HTT aggregate	GAA glycogen mod	IMPase Li cell	HTT cytoprotect	RGS12 GoLoco inh	GAA inh
1	Cc1cccc(N2C(=O)c3cccnc3C2=O)c1	-12%	-11%	12%	-15%[38.3 µM]	-17%	12%	-1%
2	Nc1nc(CN2CCN(c3ccccc3F)CC2)nc(N2CCCc3ccccc32)n1	-3%	26%	14%	15%	-41%[inhibitor]	6%	9%
3	Cc1[nH]n2c(=O)c3c(nc2c1-c1ccccc1)CCCC3	5%	-9%	3%	1%[38.3 µM]	-8%	6%	11%
4	COC(=O)c1ccc(N=Cc2c(C(F)(F)F)[nH]n(C)c2=O)cc1	x	-12%	-6%	4%	-22%	-4%	-4%
5	O=C(NCc1nc(-c2ccc(C(F)(F)F)cc2)no1)Nc1ccc(F)cc1F	4%	25%[9.22 µM]	1%	x	41%[10 µM]	5%	x
6	O=C(c1ccc(NC2=NC3CS(=O)(=O)CC3S2)cc1)N1CCc2ccccc2C1 (stereo not drawn)	3%	u	0%	25%[38.3 µM]	17%[10 µM]	1%	1%
7	Cc1cccc(-n2c(=O)c(C#N)cc3c(=O)n4ccccc4nc32)c1	u	3%	-1%	-26%[38.3 µM]	-6%	8%	x
8	Cc1ccc(SCCC(=O)Nc2cccnc2)cc1	3%	-3%[9.22 µM]	2%	5%	8%[10 µM]	4%	12%
9	Cn1c(=O)c2c(n(Cc3ccccc3)c1=O)NC(=O)C2CC(=O)NCc1cccc(Cl)c1 (stereo not drawn)	-6%	-2%	-1%	12%[38.3 µM]	-16%	34%[activator]	-5%
10	O=C(COc1cccc2cccnc12)Nc1ccccc1	x	6%	-5%	3%	-30%[inhibitor]	-11%	-5%
11	C/C(=N\O)c1sc(-c2ccccc2)nc1C	x	-18%	-4%	25%	-85%[inhibitor]	-1%	-3%
12	CCOc1ccc(Nc2cc(C)nc3nc(C)nn23)cc1	1%	15%	1%	8%	25%	3%	10%
13	CCc1nc2ccccc2c(=O)n1NC(=O)c1c(O)c2cccc3c2n(c1=O)CCC3	4%	3%	-3%	-6%[38.3 µM]	-9%[10 µM]	14%	1%
14	CNC(=S)NNC(=O)c1cccn(Cc2ccc(Cl)c(Cl)c2)c1=O	-24%	-2%	-11%	10%[38.3 µM]	7%	15%	-1%
15	NC(=O)NC(=O)COC(=O)[C@H](Cc1ccccc1)NC(=O)c1cccs1	-18%	3%	3%	8%	-4%[10 µM]	-4%	3%
16	Cn1c(=O)[nH]c(=O)c2c1nc1n2CCN1Cc1ccccc1	5%	10%	0%	-6%[38.3 µM]	-37%	4%	-1%
17	CC(=O)c1ccc(NC(=O)C2CCCN2S(=O)(=O)c2ccc(F)cc2)cc1 (stereo not drawn)	-1%	7%	7%	18%[38.3 µM]	-6%	1%	1%[15.4 µM]
18	Cc1ccc(CNC(=O)CCC2CCCN(Cc3cccc4c3OCO4)C2)o1 (stereo not drawn)	-1%	21%[9.22 µM]	-2%	x	0%[10 µM]	6%	x
19	COc1ccc(-c2nc(C#N)c(NCCc3ccccc3)o2)cc1	2%	-16%	-24%	12%	9%[10 µM]	1%	-2%
20	COc1ccc(S(=O)(=O)N2CCOCC2)cc1NC(=O)CSc1cccc[n+]1[O-]	-1%	-2%[9.22 µM]	-1%	x	-1%[10 µM]	0%	x

# 11 compounds from above, ordered by count of non-hydrogen atoms, highest first.
cpd	SMILES	aGlu spleen mod	HTT aggregate	GAA glycogen mod	IMPase Li cell	HTT cytoprotect	RGS12 GoLoco inh	GAA inh
9	Cn1c(=O)c2c(n(Cc3ccccc3)c1=O)NC(=O)C2CC(=O)NCc1cccc(Cl)c1 (stereo not drawn)	-6%	-2%	-1%	12%[38.3 µM]	-16%	34%[activator]	-5%
13	CCc1nc2ccccc2c(=O)n1NC(=O)c1c(O)c2cccc3c2n(c1=O)CCC3	4%	3%	-3%	-6%[38.3 µM]	-9%[10 µM]	14%	1%
20	COc1ccc(S(=O)(=O)N2CCOCC2)cc1NC(=O)CSc1cccc[n+]1[O-]	-1%	-2%[9.22 µM]	-1%	x	-1%[10 µM]	0%	x
18	Cc1ccc(CNC(=O)CCC2CCCN(Cc3cccc4c3OCO4)C2)o1 (stereo not drawn)	-1%	21%[9.22 µM]	-2%	x	0%[10 µM]	6%	x
17	CC(=O)c1ccc(NC(=O)C2CCCN2S(=O)(=O)c2ccc(F)cc2)cc1 (stereo not drawn)	-1%	7%	7%	18%[38.3 µM]	-6%	1%	1%[15.4 µM]
7	Cc1cccc(-n2c(=O)c(C#N)cc3c(=O)n4ccccc4nc32)c1	u	3%	-1%	-26%[38.3 µM]	-6%	8%	x
19	COc1ccc(-c2nc(C#N)c(NCCc3ccccc3)o2)cc1	2%	-16%	-24%	12%	9%[10 µM]	1%	-2%
16	Cn1c(=O)[nH]c(=O)c2c1nc1n2CCN1Cc1ccccc1	5%	10%	0%	-6%[38.3 µM]	-37%	4%	-1%
12	CCOc1ccc(Nc2cc(C)nc3nc(C)nn23)cc1	1%	15%	1%	8%	25%	3%	10%
8	Cc1ccc(SCCC(=O)Nc2cccnc2)cc1	3%	-3%[9.22 µM]	2%	5%	8%[10 µM]	4%	12%
11	C/C(=N\O)c1sc(-c2ccccc2)nc1C	x	-18%	-4%	25%	-85%[inhibitor]	-1%	-3%

# Going on with the list.
cpd	SMILES	aGlu spleen mod	HTT aggregate	GAA glycogen mod	IMPase Li cell	HTT cytoprotect	RGS12 GoLoco inh	GAA inh
21	C/C(=N\NC(=O)c1ccc(CSc2cccc3cccnc23)cc1)C1CCCCC1	9%	-6%	-12%	-12%	-8%[10 µM]	11%	10%
22	CC(C)(C)c1ccc(NC(=O)COC(=O)c2ccc([N+](=O)[O-])s2)cc1	3%	u	-2%	-5%	-61%[inhibitor][10 µM]	5%	2%
23	C/C(=N\NS(=O)(=O)c1ccc(Cl)cc1)c1ccc(NC(=O)c2ccco2)cc1	-4%	3%	-3%	12%	9%[10 µM]	11%	0%
24	COc1cccc(NC(=O)c2ccccc2-c2nc(-c3ccc(Cl)cc3)no2)c1	-17%	-11%	-13%	11%[38.3 µM]	-22%[0.074 µM]	-10%	-2%
25	N#Cc1cnn2c(N)c(-c3ccc(Cl)cc3)cnc12	x	-3%	-2%	11µM*	-28%	14%	-4%
26	COc1ccc(N2CCN(Cc3nc4ccccc4n3C)CC2)cc1	2%	8%	-3%	-1%	x	7%	-8%
27	Cn1c(=O)n(CCc2ccccc2)c(=O)c2c1nc1n2CCN1Cc1ccco1	-2%	-18%	0%	5%[38.3 µM]	-16%	5%	-6%
28	Cc1cccn2c(CNCCCn3ncc4ccccc43)c(C(=O)N3CCCCC3)nc12	0%	-13%[9.22 µM]	4%	7%	-7%[10 µM]	8%	-14%
29	N#C/C(=C\c1ccc[nH]1)C(=O)c1ccccc1	-2%	-2%[9.22 µM]	-5%	x	29%[10 µM]	7%	-8%
30	O=C(CN1CCC(C(=O)c2ccc(F)cc2)CC1)Nc1ccccc1	2%	18%[9.22 µM]	5%	1%[38.3 µM]	4%	7%	3%
31	O=C(O)CCC(=O)Nc1ccc(N2CCCCC2)c(C(=O)O)c1	-2%	-13%	5%	0%	-3%[10 µM]	6%	-4%
32	C=CC(C1=CC(=O)C(OC)=CC1=O)c1ccccc1 (stereo not drawn)	-15%	x	x	25%	-270%[inhibitor]	-1%	x
33	O=C(Nc1ccc(S(=O)(=O)N2CCOCC2)cc1)c1ccc(Br)o1	-16%	-18%	-7%	36%[activator][38.3 µM]	-14%	7%	1%
34	O=C(CNC(=O)c1ccccc1)NCC(=O)OCC(=O)c1ccc(F)cc1	6%	-10%	-1%	-7%	x	2%	-2%
35	CC(C)(C)NC(=O)c1ccncc1	-17%	-17%	-9%	4%[38.3 µM]	15%[10 µM]	2%	-6%
36	O=C(C1CC1)N1CCc2cc(Br)cc(S(=O)(=O)N3CCCCCC3)c21	-7%	3%	-3%	18%	6%[10 µM]	13%	-6%
37	COc1ccccc1CN(Cc1cc2cc3c(cc2[nH]c1=O)OCCO3)Cc1nnnn1Cc1ccco1	-1%	u	9%	0%[38.3 µM]	-46%[inhibitor]	8%	3%
38	O=C(COC(=O)c1cc(-c2cccs2)nn1-c1ccccc1)Nc1ccc(F)c([N+](=O)[O-])c1	-6%	10%	-5%	9%	31%[10 µM]	7%	6%
39	Cc1c(NC(=O)COC(=O)CCC(=O)c2ccc(Cl)cc2)c(=O)n(-c2ccccc2)n1C	1%	u	-4%	11%	8%[10 µM]	4%	7%
40	Cc1nc2ccccc2c2oc(C(=O)NCCCN3CCCC3=O)cc12	-4%	19%	12%	15%	-4%	-3%	3%
41	CC(=O)OCC(=O)[C@@]1(O)[C@H](OC(C)=O)C[C@H]2[C@@H]3CCC4=CC(=O)C=C[C@]4(C)[C@@]3(F)[C@@H](O)C[C@@]21C	-1%	x	x	1%	-75%[inhibitor]	0%	x
42	COc1ccc2c(c1)OCc1c-2oc2cc(OC)ccc12	14%	x	x	-3%	x	-4%	x
43	COc1cccc(NC(=O)N2CCN(c3cccc(C)c3)C(C)C2)c1 (stereo not drawn)	-10%	5%	-9%	14%[38.3 µM]	-12%	-3%	u
44	O=C(Cn1nc(-c2ccc3c(c2)OCCO3)ccc1=O)Nc1ccc(-n2cnnn2)cc1	-14%	24%	2%	4%	7%[10 µM]	6%	0%
45	Cc1ccc(-c2cc(-c3ccccc3C)[nH]n2)c(O)c1	6%	-2%	-18%	24%	4%[1.9 µM]	-11%	6%

# Some of the compounds tested; the hit share may differ from the screen's.
